Compound activity from PubChem BioAssay.
M18AAP inhibitor = PfM18AAP inhibitors, malaria aminopeptidase, primary screen, biochemical, QFRET, recombinant enzyme; M18 aspartyl aminopeptidase (Plasmodium falciparum 3D7); H-Glu-NHMec fluorogenic cleavage; inhibition, % at 7.35 µM; 1.2% of 290,000 active; AID 1822, 2009;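 active = inhibition above the campaign mean inhibition over all tested compounds plus 3 SD, cut at about 28% in these data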;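 also: 0% = plate median of test compound wells and 100% = 2 mM ZnCl2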
NALP1 yeast inh = NALP1 inflammasome inhibitors in reconstituted yeast, colorimetric, S. cerevisiae, triplicate retest; S. cerevisiae NALP1/ASC/caspase-1 growth, X-gal OD620, 72 h; 0.61% of 280,000 active; inhibition, % at 10 µM; AID 2071, 2009; in the data active = inhibition mostly above about 24%, no sharp cut-off; inactive = mostly below about 32%; also: some compounds called inactive have numbers as strong as hits
MEKK2 WT-MEK5 = modulators of MEK5 binding to wildtype MEKK2, primary screen, biochemical, multiplex bead flow cytometry, Alexa488-MEK5; Mitogen-activated protein kinase kinase kinase 2 (Homo sapiens), Q9Y2U5; Alexa488-MEK5 binding to MEKK2 WT; actives lie on both sides; binding response (% of control), % at 10 µM; 1.1% of 290,000 active; in the data active = binding response below about 67% or above about 130%
IMP-1 inh = IMP-1 metallo-beta-lactamase inhibitors, primary screen, biochemical, epi-absorbance readout, Pseudomonas aeruginosa enzyme; metallo-beta-lactamase IMP-1 (Pseudomonas aeruginosa); purified IMP-1, nitrocefin hydrolysis, epi-absorbance fluorescence; inhibition, % at 5.6 µM; 0.45% of 290,000 active; AID 1556, 2009;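 active = inhibition above the mean plus 3 SD of all compounds in the same screening run, cut at about 4.5% in these data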;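 also: 0% = IMP-1 with DMSO and 100% = DMSO wells lacking enzyme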
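System: Purified IMP-1 | Read-out basis: Percent enzyme inhibition | Controls: IMP-1 with DMSO as 0%, enzyme-free DMSO as 100% | Replicates: One well per compound | Doses: 5.6 µM nominal single concentration | Detection: Epi-absorbance fluorescence, 480 nm excitation, 530 nm emission | Incubation: 25 °C, 15 min preincubation, 25 min reaction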
VIM-2 inh = VIM-2 metallo-beta-lactamase inhibitors, primary screen, biochemical, epi-absorbance readout, Pseudomonas aeruginosa enzyme; purified VIM-2, nitrocefin hydrolysis, epi-absorbance fluorescence; inhibition, % at 5.6 µM; 0.89% of 290,000 active; AID 1527, 2009;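 active = inhibition above the mean of all tested compounds plus 3 SD, cutoff set per screening run, cut at about 7.5% in these data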;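 also: red hydrolysis product quenches plate fluorescence so inhibitors raise well fluorescence; 0% = enzyme with DMSO and 100% = DMSO without enzyme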
DNA FID counter = compounds displacing fluorescent DNA intercalator, primary screen, artefact control for HCV NS3 helicase inhibitor project, biochemical, FID fluorescence | DNA fluorescent intercalator displacement | inhibition, % at 7.9 µM | 0.17% of 290,000 active; in the data active = inhibition above about 37%;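 also: 0% = vehicle and 100% = reference compound; higher means more ethidium bromide displaced from hairpin DNA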
UBC9 SUMO inh = inhibitors of in vitro SUMOylation cascade, primary screen, biochemical, HTRF, uHTS. HTRF SUMOylation assay, SAE1/SAE2 + UBC9. inhibition, % at 35 µM. SUMO-conjugating enzyme UBC9 (Homo sapiens), P63279. 0.36% of 290,000 active; in the data active = inhibition above about 50%, passing the limit was not always enough; also: strong numbers were not always called active
Target sequence (P63279 whole entry, looked up): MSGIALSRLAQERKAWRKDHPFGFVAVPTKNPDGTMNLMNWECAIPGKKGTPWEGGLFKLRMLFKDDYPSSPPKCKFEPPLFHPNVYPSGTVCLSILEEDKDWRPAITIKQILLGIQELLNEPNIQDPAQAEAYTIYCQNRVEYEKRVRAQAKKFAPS
NS3 helicase inh = inhibitors of HCV NS3 helicase, primary screen, biochemical, Cy5 molecular beacon fluorescence | Hepatitis C virus NS3 helicase | NS3 helicase DNA unwinding | inhibition, % at 10.9 µM | 0.56% of 290,000 active;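 active = inhibition above the mean of all tested compounds plus 3 SD, set per campaign, cut at about 35% in these data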;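 also: 0% = DMSO wells and 100% = thioflavine S control wells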
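System: Hepatitis C virus NS3 helicase domain fragment enzyme | Reagent: Annealed dual-labelled DNA beacon duplex, ATP-started | Compound dosing: 10.9 µM single point, 0.8% DMSO | Incubation: 1 h reaction at 25 °C, ATP-initiated | Technique: Cy5 fluorescence | Evaluation: Percent inhibition from t60/t0 fluorescence ratio | Benchmarks: Low DMSO, high thioflavine S at 110 µM | Replication: Singlicate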
MEKK2 mut-MEK5 = MEK5 binding signal on mutant MEKK2 PB1, primary screen, biochemical, multiplex bead flow cytometry, Alexa488-MEK5; 0.35% of 290,000 active; percent response, % at 10 µM; Alexa488-MEK5 binding to MEKK2 mutant; in the data active = percent response above about 24%, passing the limit was not always enough; also: inactives centre near 1; some results filed as inactive read as strong as hits
* = called active by the depositor; / = no result given.

SMILES	M18AAP inhibitor	NALP1 yeast inh	MEKK2 WT-MEK5	IMP-1 inh	VIM-2 inh	DNA FID counter	UBC9 SUMO inh	NS3 helicase inh	MEKK2 mut-MEK5
O=C(O)c1cccc([N+](=O)[O-])c1C(=O)Nc1cccc2ccccc12	0.9	4.2	98.0	-4.1	-0.3	1.9	61.3	9.6	1.0
COc1ccc(/C=c2\sc3nc(-c4ccccc4OC)nn3c2=O)c(OC)c1	1.3	35.9	97.0	-2.4	-1.8	-30.9	9.7	13.7	-5.0
O=[N+]([O-])c1cc2c(cc1CN1CCN(c3ccccc3)CC1)OCO2	16.4	13.5	110.0	-2.3	-2.0	-20.6	13.7	25.1	10.0
N#C/C(=C/c1ccc(N2CCCCC2)o1)c1cccc(F)c1	12.9	-4.3	106.0	1.7	-3.2	-17.3	21.7	17.1	13.0
Cc1cc(C)cc(C(=O)OCC(=O)N2CCCC2)c1	-1.8	19.6	96.0	-1.3	-2.0	-14.0	6.5	3.5	-5.0
CCOc1ccccc1NC(=O)CN(C)S(=O)(=O)c1ccc2[nH]c(=O)oc2c1	2.3	-4.7	97.0	-2.9	-2.9	-16.9	19.1	-9.9	-1.0
NC(=O)c1ccc(NC(=O)COC(=O)/C=C/c2ccc3c(c2)OCO3)cc1	-3.3	22.9	102.0	-1.2	-1.9	-9.8	8.7	23.6	6.0
CS(=O)Cc1cc(Sc2ccccc2)nc(-c2ccncc2)n1 (stereo not drawn)	-9.3	-6.5	89.0	0.2	-1.1	-21.4	-0.8	-5.7	-12.0
Cc1ccc(Cl)cc1NC(=O)CSc1nnc(C)n1-c1ccccc1	-3.0	-33.0	93.0	0.4	-0.1	-13.5	-13.6	-18.4	-2.0
CCOC(=O)c1c(-c2ccccc2)csc1NC(=O)CSc1nnnn1C	-0.9	7.4	92.0	-1.7	-2.3	-21.1	-1.0	-9.0	-2.0
CCC(=O)Nc1nc2ccccc2n1Cc1ccccc1	-14.7	-1.7	99.0	-1.0	-0.5	-8.7	9.3	7.8	5.0
CCOC(=O)C(=O)Nc1nnc(CCc2ccccc2)s1	-1.6	-8.9	101.0	-2.5	-0.6	-1.6	-2.2	2.7	-27.0
O=C(CSc1nnc(-c2ccco2)o1)Nc1cccc([N+](=O)[O-])c1	-8.7	22.7	101.0	-4.5	-1.1	5.2	24.7	14.7	7.0
Cc1cc(N2C(=O)C(O)=C(C(=O)c3cc4ccccc4o3)C2c2ccc(Br)cc2)no1 (stereo not drawn)	14.6	3.7	92.0	-1.5	-3.0	-10.6	/	42.0*	3.0
COC(=O)c1ccccc1NC(=O)Nc1ccc(Br)cn1	-2.1	-0.5	111.0	-3.5	-2.4	-3.8	10.8	-3.7	0.0
CCOC(=O)C1=C(c2ccccc2)NC(=S)NC1C (stereo not drawn)	1.4	9.0	/	-3.8	-4.7	-10.9	6.8	3.3	/
CC(C)(C)OC(=O)NNC(=O)C12CC3CC(CC(C3)C1)C2	1.9	1.4	99.0	-1.7	-3.7	-6.0	11.8	-3.6	-2.0
COc1ccc(Cl)cc1NS(=O)(=O)c1cccc(C(=O)NCC(c2ccco2)N(C)C)c1 (stereo not drawn)	7.1	8.2	110.0	-3.9	-2.5	14.3	14.9	-47.0	9.0
CCCCNC(=O)c1cc2n(n1)C(C(F)(F)F)CC(c1ccccc1)N2 (stereo not drawn)	-2.8	1.1	101.0	-1.6	-2.3	-31.9	-1.2	7.7	5.0
Cc1nc([N+](=O)[O-])c(Br)n1CC(=O)c1ccc2ccccc2c1	-7.0	22.9	105.0	-2.5	-2.8	-2.7	-3.2	4.2	6.0

Reprinted at random: 5 records from the list
SMILES	M18AAP inhibitor	NALP1 yeast inh	MEKK2 WT-MEK5	IMP-1 inh	VIM-2 inh	DNA FID counter	UBC9 SUMO inh	NS3 helicase inh	MEKK2 mut-MEK5
CCOc1ccccc1NC(=O)CN(C)S(=O)(=O)c1ccc2[nH]c(=O)oc2c1	2.3	-4.7	97.0	-2.9	-2.9	-16.9	19.1	-9.9	-1.0
COC(=O)c1ccccc1NC(=O)Nc1ccc(Br)cn1	-2.1	-0.5	111.0	-3.5	-2.4	-3.8	10.8	-3.7	0.0
CCOC(=O)c1c(-c2ccccc2)csc1NC(=O)CSc1nnnn1C	-0.9	7.4	92.0	-1.7	-2.3	-21.1	-1.0	-9.0	-2.0
CCOC(=O)C1=C(c2ccccc2)NC(=S)NC1C (stereo not drawn)	1.4	9.0	/	-3.8	-4.7	-10.9	6.8	3.3	/
O=C(O)c1cccc([N+](=O)[O-])c1C(=O)Nc1cccc2ccccc12	0.9	4.2	98.0	-4.1	-0.3	1.9	61.3	9.6	1.0

Next section.
SMILES	M18AAP inhibitor	NALP1 yeast inh	MEKK2 WT-MEK5	IMP-1 inh	VIM-2 inh	DNA FID counter	UBC9 SUMO inh	NS3 helicase inh	MEKK2 mut-MEK5
O=C(CN1CCN(c2ccc(F)cc2)CC1)NCC1CCCO1 (stereo not drawn)	-2.1	-2.7	101.0	-1.7	-1.8	1.3	1.6	1.4	0.0
Cc1c(C(=O)OCC(C)(C)CN(C)C)oc2ccccc12	-2.8	2.8	103.0	-2.0	-3.2	4.6	1.1	-2.6	-15.0
O=C1NC(c2ccccc2)CCO1 (stereo not drawn)	-7.4	14.1	104.0	-1.4	-1.8	-14.8	5.9	56.5*	1.0
O=C(CCn1c(=O)oc2ccccc21)n1c(=O)oc2ccccc21	8.4	-13.7	89.0	3.9	-1.0	-1.0	6.5	-7.2	-28.0
Cc1ccc(NC(=O)N2C3CCCC2CC(NC(=O)C(C)(C)C)C3)cc1 (stereo not drawn)	-4.3	17.7	110.0	-1.6	-1.8	-13.0	12.0	9.4	19.0
COc1nsnc1NS(=O)(=O)c1ccc(NC(=S)NC(=O)c2cccnc2)cc1	4.0	23.6	94.0	-0.1	-0.3	-9.5	6.8	2.9	-12.0
COc1ccc(C(N)CCc2ccco2)cc1 (stereo not drawn)	-1.4	0.4	132.0	-1.7	-1.8	-13.1	11.0	2.2	27.0*
CCOc1ccccc1NC(=O)COC(=O)C1CC(=O)N(c2c(C)cccc2C)C1 (stereo not drawn)	0.7	14.2	105.0	-1.7	-1.4	-31.8	6.8	-3.8	0.0
CCOc1ccc(Nc2nc(NCC(=O)O)nc(N)c2[N+](=O)[O-])cc1	0.9	13.8	98.0	-1.5	0.4	-13.6	-12.3	-20.7	-4.0
CCOc1cc(C(=O)Nc2cc3c(cc2N2CCOCC2)n(C)c(=O)n3C)cc(OCC)c1OCC	-3.4	6.6	103.0	-3.0	0.2	-56.2	4.6	-11.0	4.0
Cc1ccc(S(=O)(=O)C2(C(=O)NC3CCCC3)CC2)cc1	4.8	13.3	89.0	-5.0	-2.5	0.4	20.3	-5.0	-1.0
CCCCOn1c(C)c(C(C)=O)c2c3no[n+]([O-])c3ccc21	0.5	-12.8	96.0	0.8	1.1	-1.7	11.1	-1.2	-2.0
OCC1(Cc2ccccc2)CCCN(Cc2ccc3c(c2)OCCO3)C1 (stereo not drawn)	-1.4	1.1	107.0	-2.6	-1.8	9.9	6.2	1.0	6.0
Cc1cc(C)n(CC(O)Cn2ccc3ccccc32)n1 (stereo not drawn)	3.7	1.1	97.0	-0.8	-1.2	-5.9	8.0	-7.6	-4.0
O=S(=O)(NCc1cccnc1)c1ccccc1	-12.8	-5.7	103.0	0.5	-2.5	1.2	-7.1	-6.7	6.0
Cc1csc(NC(=O)CSc2ccc([N+](=O)[O-])cn2)n1	6.3	-5.9	103.0	-0.8	-2.0	-4.6	7.0	14.0	8.0
S=C(NCc1cccnc1)Nc1cccc2ccccc12	-1.2	30.1	96.0	-0.6	0.7	-2.3	6.8	-0.9	-1.0
COCCNC(=O)c1ccc(CS(=O)(=O)c2ccccc2)o1	-2.3	-4.9	95.0	-1.4	-0.3	0.1	21.2	0.3	-2.0
O=c1c2cnn(-c3ccc(F)cc3)c2ncn1Cc1ccc(F)cc1	3.3	7.5	104.0	-2.6	-1.6	-0.3	-3.9	0.2	4.0
COc1cccc(NC(=O)CN2C(=O)COc3ccc(C)cc32)c1	-7.2	-56.3	106.0	0.1	-0.8	-10.6	-8.1	5.9	2.0
O=C(NCc1cccnc1)Nc1cccc(F)c1	-3.8	1.0	100.0	-1.5	-0.7	3.6	5.8	0.9	2.0
CCN=C1S/C(=C\c2cn(CC(=O)NCc3ccco3)c3ccccc23)C(=O)N1CC	-2.0	11.5	97.0	-2.6	-5.3	-32.3	34.2	5.2	4.0
CC(=O)NC(Cc1ccccc1)C(=O)N1CCN(C(=S)NCC(C)C)CC1 (stereo not drawn)	-5.5	-5.3	104.0	-1.7	-2.0	-11.4	8.6	-0.5	6.0
CC(=O)Nc1nnc(-c2ccc3c(c2)CCCC3)o1	1.2	1.7	115.0	-4.9	-5.9	-8.4	20.0	4.7	10.0
CCOc1ccc(-n2c(Cc3cc(=O)[nH]c(=O)[nH]3)nnc2SC(C)C(=O)OC)cc1 (stereo not drawn)	-2.6	-16.6	/	-2.4	-2.9	-9.1	10.6	4.0	/
COc1cc(C(=O)Nc2ccc(-c3nnc(-c4ccco4)o3)cc2)cc(OC)c1OC	-8.3	-7.2	107.0	-0.1	-1.5	-5.7	10.6	3.7	5.0
COc1ccc(S(=O)(=O)N(CC(=O)N2CCN(C)CC2)c2ccc(C)cc2)cc1OC	10.5	1.0	92.0	-4.9	-2.8	7.5	-6.3	-4.5	1.0
CCCc1ccc(OCc2ccc(C(=O)N/N=C/c3cccc([N+](=O)[O-])c3)o2)c(OC)c1	-6.1	14.9	104.0	-1.8	-0.6	-1.0	40.5	-3.4	4.0
CC(=O)Cc1c(C(=O)O)c(C)nn1-c1ccccc1	-4.1	1.5	51.0	-0.7	-1.1	3.6	15.7	2.2	-18.0
CCOC(=O)C1CCN(C(=O)Cc2cccs2)CC1	-2.4	3.7	109.0	-6.8	-1.7	-0.2	-1.6	-4.4	4.0
Cc1ncoc1C(=O)Nc1ccc2c(c1)OCCO2	-1.1	5.3	102.0	-2.1	-1.5	1.0	-6.2	-1.4	6.0
COc1ccc(C(C(=O)NC2CCCCC2)N(C(=O)CCl)c2cccc(Cl)c2)cc1 (stereo not drawn)	2.1	17.3	109.0	-5.7	-4.8	-11.7	0.4	-3.5	11.0
O=C(O)Cc1ccc(S(=O)(=O)Nc2ccccc2C(=O)O)cc1	-7.1	-10.8	99.0	-1.8	-1.2	-0.2	13.1	-1.6	5.0
